Bioassay records (PubChem BioAssay)
TRPC4 agonist = opens the mouse TRPC4 cation channel | HEK293 TRPC4beta/mu-opioid, Fluo4 calcium fluorescence; stronger effect = higher value | B-score at 10 µM | 0.49% of 310,000 active;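 active means B-score above 5 SD of library B-scores, and initial fluorescence ratio not above library mean plus 5 SD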;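 further: positive B-score marks a calcium rise read as TRPC4 activation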
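Assay system: HEK293 cells stably co-expressing mouse TRPC4beta and mu-opioid receptor / Timing: Fluo4 dye loading 45 min at room temperature, 110 s recording / Signal: Fluo4 calcium-sensitive dye fluorescence, kinetic, 1 Hz baseline / Read-out: integrated baseline-normalised fluorescence ratio, converted to per-well B score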
TRPC4 block = TRPC4 (mouse) channel inhibition. B-score at 10 µM. AID 2247. HEK293 TRPC4beta/mu-opioid, DAMGO-evoked Fluo4 calcium flux; stronger effect = lower value. 0.39% of 300,000 active. Q9QUQ5;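 active means B-score over 3 SD under the library average, no early fluorescence shift, positive overall ratio signal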
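Assay system: HEK293 cells with stable TRPC4beta plus mu-opioid receptor expression. Dosing: single dose. Measured by: Fluo4 Ca2+ flux fluorescence. Also added: DAMGO in two steps, submaximal then maximal. Read-out: B score from integrated Fluo4 fluorescence ratio.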
TRPC6 activator = activates the mouse TRPC6 cation channel | Q61143 | HEK293-TRPC6 membrane potential dye fluorescence; stronger effect = higher value | B-score at 10 µM | 0.13% of 310,000 active;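 active means B-score of the integrated fluorescence ratio above library mean plus 3 SD, and starting fluorescence ratio within library mean plus 5 SD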;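 further: higher score means more depolarization so channel activation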
Target sequence (Q61143 whole entry, looked up): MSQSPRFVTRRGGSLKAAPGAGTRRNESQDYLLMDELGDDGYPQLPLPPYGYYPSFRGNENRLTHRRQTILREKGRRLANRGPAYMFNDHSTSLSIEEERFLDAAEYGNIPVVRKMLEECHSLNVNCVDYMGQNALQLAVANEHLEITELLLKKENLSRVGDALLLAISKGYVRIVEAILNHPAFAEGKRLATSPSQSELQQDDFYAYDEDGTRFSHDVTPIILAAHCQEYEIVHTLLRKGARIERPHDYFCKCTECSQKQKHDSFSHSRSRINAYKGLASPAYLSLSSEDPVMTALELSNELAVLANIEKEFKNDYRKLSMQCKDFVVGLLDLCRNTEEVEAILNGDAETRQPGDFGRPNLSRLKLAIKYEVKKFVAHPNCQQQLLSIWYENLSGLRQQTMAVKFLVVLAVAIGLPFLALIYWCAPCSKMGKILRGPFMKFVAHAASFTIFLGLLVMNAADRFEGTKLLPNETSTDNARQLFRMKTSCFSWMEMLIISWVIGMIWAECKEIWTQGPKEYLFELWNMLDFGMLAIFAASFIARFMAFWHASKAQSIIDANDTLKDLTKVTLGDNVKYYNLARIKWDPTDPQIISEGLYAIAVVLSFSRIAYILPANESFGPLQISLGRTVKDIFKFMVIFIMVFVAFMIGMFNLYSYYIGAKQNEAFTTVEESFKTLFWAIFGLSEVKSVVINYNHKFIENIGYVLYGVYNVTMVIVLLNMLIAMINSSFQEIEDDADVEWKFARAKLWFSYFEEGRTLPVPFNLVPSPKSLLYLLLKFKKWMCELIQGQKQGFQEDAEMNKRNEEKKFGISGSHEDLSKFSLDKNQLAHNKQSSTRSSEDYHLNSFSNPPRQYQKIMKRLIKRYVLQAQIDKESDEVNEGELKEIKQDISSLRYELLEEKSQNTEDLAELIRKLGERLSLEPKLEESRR
SKKanGAS inh = blocks kanamycin growth of S. pyogenes SKKanGAS strain; AID 1662; BacTiter-Glo, 6 h; 1.3% of 300,000 active; inhibition, % at 7.5 µM;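 active means mean replicate score, as percent of positive control median, at least 50; inconclusive means mean below 50 but one replicate at or above 50; inactive means mean and every replicate below 50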;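 further: strain carries kanamycin resistance gene driven by streptokinase promoter and grows in 40 µg/ml kanamycin; loss of luminescence reflects streptokinase promoter inhibition or plain growth inhibition; 0% = median of DMSO wells and 100% = positive control at its reference dose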
TRPC4 PAM = TRPC4 (mouse) allosteric potentiation; Q9QUQ5; HEK293 TRPC4beta/mu-opioid, DAMGO EC20, Fluo-4 Ca2+ flux; stronger effect = higher value; B-score at 10 µM; 0.42% of 310,000 active;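 active means B-score of calcium response area above 5 SD of library B-scores, with initial fluorescence ratio within 5 SD of library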;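 further: B-score of integrated fluorescence ratio over time as area under calcium response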
ANO1 activ = activates or potentiates the mouse TMEM16A chloride channel | HEK293 TMEM16A/YFP-H148Q/I152L, iodide quench fluorescence; stronger effect = lower value | Q8BHY3 | B-score at 10 µM | 0.3% of 340,000 active;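 active means fluorescence-ratio B-score plate-corrected deviation score at least 3 library SD below zero, with starting fluorescence score within 5 deviations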;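 further: channel opened by trigger with iodide after compound preincubation; score built on the fluorescence ratio of max minus min over baseline; more negative score means more quench and so TMEM16A activation or potentiation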
MrgX1 allo act = human MrgX1 positive allosteric modulation, primary screen; 0.63% of 310,000 active; B-score at 10 µM; MrgX1-HEK293, Fluo-4 calcium flux, FDSS; stronger effect = higher value;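 active means plate-corrected calcium response at least 3 library SD above typical, normal starting fluorescence, not activating the receptor alone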;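 further: compound read alongside a low EC10 to EC30 dose of BAM8-22 agonist; peak minus trough fluorescence over baseline measured at the second addition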
MrgX1 antag = human MrgX1 receptor antagonism, primary screen; MRGX1-HEK293 calcium flux, Fluo-4, BAM8-22 antagonism; stronger effect = lower value; B-score at 10 µM; 1.3% of 310,000 active; AID 588676;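 active means calcium-response B-score plate-corrected more than 3 library SD below zero, starting fluorescence within 5 deviations, no agonist response on first addition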;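 further: peak minus trough fluorescence over baseline after final BAM8-22 challenge near maximal dose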
ANO1 block = mouse TMEM16A channel inhibition, primary screen | AID 588511 | 1.2% of 310,000 active | HEK293 TMEM16A/YFP iodide influx fluorescence, ionomycin | Q8BHY3 | normalized B-score (activity score, 25-100; higher = stronger inhibition) at 10 µM;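 active means ratio plate-corrected score three or more library SD toward inhibition, starting fluorescence score within five deviations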;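 further: score derived from kinetic fluorescence span divided by baseline fluorescence per well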
TRPC6 inhibitor = blocks the mouse TRPC6 cation channel | Q61143 | 1.1% of 310,000 active | HEK293-TRPC6, membrane potential dye, ACh-evoked depolarization; stronger effect = lower value | B-score at 10 µM;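 active means B-score under library mean minus 3 SD, initial fluorescence not abnormally high, positive integrated signal ratio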;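 further: B-score derived from integrated fluorescence ratio over the kinetic read; more negative B-score means stronger inhibition of depolarization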
MrgX1 agonist = agonists of human MrgX1 receptor. Q96LB2. MrgX1-HEK293 cells, Fluo-4 calcium fluorescence, agonist mode; stronger effect = higher value. B-score at 10 µM. 0.44% of 310,000 active. AID 588627;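 active means calcium response B-score plate-corrected fluorescence ratio at least 3 library SD, with starting fluorescence B-score inside 5 SD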
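Test system: Stable human MrgX1 HEK293 cell line | Schedule: Overnight plating before 1 h dye loading | Read-out basis: Baseline-normalised fluorescence change ratio, B-scored | Detection: Kinetic calcium dye fluorescence, Fluo-4 NW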
Numbers without * were called inactive; i = inactive; ? = inconclusive; · = no result given. No enrichment for hits; 6.7% or so of the library scored in one or more.

SMILES	TRPC4 agonist	TRPC4 block	TRPC6 activator	SKKanGAS inh	TRPC4 PAM	ANO1 activ	MrgX1 allo act	MrgX1 antag	ANO1 block	TRPC6 inhibitor	MrgX1 agonist
O=C(O)CN1C(=O)/C(=C\c2ccc(OC(=O)c3ccco3)cc2)SC1=S	i	i	i	0.3	i	-5.87*	i	i	i	i	i
CCS(=O)(=O)c1ccc2oc(SCC(=O)NCc3ccccc3)nc2c1	i	i	i	-3.8	i	i	i	i	i	i	i
O=S(=O)(c1ccc(N2CCN(S(=O)(=O)c3ccccc3)CC2)nc1)N1CCCC1	i	i	i	-3.1	i	i	i	i	i	i	i
CCOC(=O)CC(NC(=O)Cc1ccc(F)cc1)c1ccccc1Cl (configuration not stated)	i	i	i	0.2	i	i	i	i	i	i	i
COc1ccccc1N1CCN(/N=C\c2cccnc2)CC1	i	i	i	·	i	i	i	i	i	i	i
COc1cccc(OCc2nnc(SCC(=O)NNC(=O)C3CCCCC3)n2C)c1	i	i	i	-3.8	i	i	i	i	i	i	i
O=C(c1ccc(Cl)cc1Cl)N1CCC(C(=O)N2CCOCC2)CC1	i	i	i	4.1	i	i	i	i	i	i	i
CN(CC(=O)Nc1ccc(S(=O)(=O)N2CCCC2)cc1)CC(=O)Nc1ccc(F)c(F)c1F	i	i	i	0.8	i	i	i	i	i	i	i
CCCCn1c(N)c(N(CC)C(=O)c2ccc(C)cc2)c(=O)[nH]c1=O	i	i	i	0.8	i	i	i	i	i	i	i
COc1ccccc1C1CC(=O)Nc2c1c(=O)n(C)c(=O)n2C (configuration not stated)	i	i	i	-1.6	i	i	i	i	i	i	i
CCn1ccc(C(=O)Nc2cccc(Cl)c2)n1	i	i	i	-0.2	i	i	i	i	i	i	i
COc1cc(C(c2c(C)[nH][nH]c2=O)c2c(C)[nH][nH]c2=O)ccc1OS(=O)(=O)c1ccccc1	i	i	i	6.8	i	i	i	i	i	i	i
CCc1cc2c(=O)c(-c3nc(C)cs3)coc2cc1O	i	i	i	-8.9	i	i	i	i	i	i	i
CCNC(=O)/C(C#N)=C/c1c(N2CCOCC2)nc2ccccn2c1=O	i	i	i	1.5	i	i	i	i	i	i	i
O=C(c1cccnc1)N1CCN(S(=O)(=O)c2ccc3ccccc3c2)CC1	i	i	i	-4.0	i	i	i	i	i	i	i
CCOC(=O)Cn1c(S(=O)(=O)Cc2ccc(Cl)cc2)nc(-c2ccccc2)c1-c1ccccc1	i	i	i	-3.1	i	i	i	i	i	i	i
COc1ccc(/C=N/OC(=O)c2ccc(Cl)cc2)c(Cl)c1OC	i	i	i	-0.3	i	i	i	i	i	i	i
CCn1cc(CN2CCC(n3nccc3NC(=O)c3ccccc3C)CC2)cn1	i	i	i	-1.3	i	i	i	i	i	i	i
COc1cc(SC)ccc1C(=O)NCCOc1ccc(C)c(C)c1	i	i	i	-1.6	i	i	i	i	i	i	i
CCCNC(=O)NCc1ccc(N2CCCC2=O)cc1	i	i	i	2.1	i	i	i	i	i	i	i
O=C(CSc1nnc(CNC(=O)c2ccc(F)cc2)o1)NCCc1ccccc1	i	i	i	4.1	i	i	i	i	i	i	i
Cc1ccc(C(=O)NN2CCOCC2)cc1	i	i	i	-3.0	i	i	i	-4.96*	i	i	i
CCOc1cccc(C(=O)N/N=C/c2ccoc2)c1	i	i	i	·	i	i	i	i	i	i	i
CCOc1ccc(NC(=O)CCC(=O)Nc2nnc(CC)s2)cc1	i	i	i	3.4	i	i	i	i	i	i	i
Cc1ccccc1C(=O)N1CCC(C(=O)Oc2ccc(C#N)cc2)CC1	i	i	i	0.0	i	i	i	i	i	i	i
CCOC(=O)C(C)n1cnc2c(cnn2-c2ccc(Cl)cc2)c1=O (configuration not stated)	i	i	i	-1.4	i	i	i	i	i	i	i
CCc1ccc(NC(=O)N(C2CCCCC2)C(C)c2cccnc2)cc1 (configuration not stated)	i	i	i	1.0	i	i	i	i	i	i	i
COC(=O)c1sc(C(C)(C)C)cc1CS(=O)(=O)c1ccc(Cl)cc1	i	i	i	-7.0	i	i	i	i	i	i	i
Nc1ccn([C@H]2CC[C@@H](CO)O2)c(=O)n1	i	i	i	-2.7	i	i	i	i	i	i	i
N/C(Cc1ccc([N+](=O)[O-])cc1)=N\OC(=O)c1ccc2ccccc2c1	i	i	i	-10.6	i	i	i	i	i	i	i
CC(=O)c1ccc(NS(=O)(=O)c2ccc(C(C)(C)C)cc2)cc1	i	i	i	1.3	i	i	i	i	i	i	i
O=C(Nc1cccc([N+](=O)[O-])c1)c1ccc(CSc2ccccc2)cc1	i	i	i	-1.9	i	i	i	i	i	i	i
Cc1cccc(N2CCN(CCNC(=O)c3cc4c(s3)CS(=O)(=O)C4)CC2)c1C	i	i	i	-7.5	i	i	i	i	i	i	i
NC(=O)c1ccsc1NC(=O)CS(=O)(=O)c1ccc(F)cc1	i	i	i	-14.6	i	i	i	i	i	i	i
CCOc1ccccc1N1CCN(C(=O)NCc2ccc(Cl)cc2)CC1	i	i	i	-5.5	i	i	i	i	i	i	i
CN(C)CCC(=O)C(Cc1ccccc1)c1ccccc1 (configuration not stated)	i	i	i	-5.9	i	i	i	i	i	i	i
COc1cc(C=C2C(=O)c3ccccc3C2=O)cc(OC)c1OC	i	i	i	2.3	i	i	i	i	i	i	i
CN(C)c1ccc(/C=N/Nc2nc3ccccc3o2)cc1	i	i	i	?	i	i	i	i	i	i	i
Cc1cccc2cc(C#N)c(N3CCOCC3)nc12	i	i	i	-2.0	i	i	i	i	i	i	i
CC1(C)Cc2nc3oc4c(=O)n(CC(=O)Nc5ccccc5)cnc4c3cc2CO1	i	-6*	i	-2.2	i	i	i	i	i	i	i
CCOc1ccccc1/C=N/NC(=O)c1nnn(-c2nonc2N)c1CN1CCCCCC1	i	i	i	0.2	i	i	i	i	i	i	i
CCc1ccc(C2=NN(CCC(=O)NCc3cccs3)C(=O)CC2)cc1	i	i	i	-13.5	i	i	i	i	i	i	i
CN1CCN(c2ccccc2NC(=O)c2ccc(N3CCCCC3)c([N+](=O)[O-])c2)CC1	i	i	i	1.5	i	i	i	i	i	-6.19*	i
CCC(CC)c1nnc(NC(=O)COc2ccc3c(C)cc(=O)oc3c2)s1	i	i	i	3.0	i	i	i	i	i	i	i
COc1ccccc1Nc1ccc([N+](=O)[O-])cc1N	i	i	i	11.6	i	i	i	i	i	i	i
CCOC(=O)c1c(C)c(C)n(Cc2ccc(OC)c(OC)c2)c1C	i	i	i	-0.2	i	i	i	i	i	i	i
Cc1ccc(CNC(=O)C2CCN(S(=O)(=O)c3ccc(Br)s3)CC2)cc1	i	i	i	13.4	i	i	i	i	i	i	i
CN(CC(=O)Nc1ccccc1C(F)(F)F)C(=O)Cn1c(=O)oc2ccccc21	i	i	i	-4.0	i	i	i	i	i	i	i
CC(C)(C)NC(=O)COC(=O)/C=C/c1ccc(F)cc1	i	i	i	2.8	i	i	i	i	i	i	i
COc1ccc2sc(C)nc2c1NC(C)=O	i	i	i	-5.4	i	i	i	i	i	i	i
COCCSc1nnc(NC(=O)c2cc(OC)c(OC)cc2[N+](=O)[O-])s1	i	i	i	2.8	i	i	i	i	i	i	i
COc1ccc(C(=O)NC(=S)NCc2cccnc2)cc1Br	i	i	i	4.4	i	i	i	i	i	i	i
Cc1ccc(C(=O)NS(=O)(=O)c2ccccc2)cc1	i	i	i	5.4	i	i	i	i	i	i	i
CCc1ccc(C(=O)COC(=O)CNC(=O)CNS(=O)(=O)c2ccccc2)cc1	i	i	i	-0.6	i	i	i	i	i	i	i
CC1CCc2c(C(=O)NCc3ccco3)csc2C1 (configuration not stated)	i	i	i	-5.4	i	i	i	i	i	i	i
CCOC(=O)c1c(NC(=O)CCN2C(=O)c3cccc([N+](=O)[O-])c3C2=O)sc(C(=O)OC(C)C)c1C	i	i	i	31.2	i	i	i	i	i	i	i
CCOc1ccccc1NC(=O)C(OC(=O)c1cnccn1)c1ccccc1 (configuration not stated)	i	i	i	-1.5	i	i	i	i	i	i	i
N#C/C(=C\C=C\c1ccccc1[N+](=O)[O-])C(=O)NCc1ccccc1	i	i	i	0.6	i	i	i	i	i	i	i
CCCCN(C(=O)c1ccc(S(=O)(=O)N2CCCC2)cc1)C1CCS(=O)(=O)C1 (configuration not stated)	i	i	i	-0.1	i	i	i	i	i	i	i
C=CCn1c(CCNC(=O)c2cccs2)nnc1SCC(=O)c1ccc(Cl)cc1	i	i	i	-5.5	i	i	i	i	i	i	i
Continuation:
SMILES	TRPC4 agonist	TRPC4 block	TRPC6 activator	SKKanGAS inh	TRPC4 PAM	ANO1 activ	MrgX1 allo act	MrgX1 antag	ANO1 block	TRPC6 inhibitor	MrgX1 agonist
Cc1ccc(-n2c(O)c(/C=N/Nc3ccc(S(=O)(=O)N4CCOCC4)cc3[N+](=O)[O-])c3ccccc3c2=O)c(C)c1	i	i	i	31.1	i	i	i	i	100*	i	i
CC1(C)CC2(CCO1)N1CC3(C)CN2CC(C)(C1)C3=O (configuration not stated)	i	i	i	-0.7	i	i	i	i	i	i	i
CCOC(=O)/C=C(C)\C=C\c1c[nH]c2ccccc12	i	i	i	-2.7	i	i	i	i	i	i	i
Cc1cc2nn(-c3ccccc3)nc2cc1NC(=O)c1cccs1	i	i	i	-8.1	i	i	i	i	i	i	i
COc1ccc(S(=O)(=O)N(C)CC(=O)Nc2ccccc2SC)cc1Cl	i	i	i	1.3	i	i	i	i	i	i	i
O=S1(=O)[C@H]2C[C@@H]3C=C[C@@]2(CN1Cc1ccc(Cl)cc1)O3	i	i	i	2.5	i	i	i	i	i	i	i
CC1NC(=S)N(C2CCCCC2)C1=O (configuration not stated)	i	i	i	-2.6	i	i	i	i	i	i	i
COc1ccc(S(=O)(=O)N2CCC(C(=O)N3CCN(C)CC3)CC2)cc1Cl	i	i	i	0.1	i	i	i	i	i	i	i
CCOc1ccc(NC(=O)Nc2nc3ccc(S(C)(=O)=O)cc3s2)cc1	i	i	i	6.4	i	i	i	i	i	i	i
